NCI-60 one-dose screen, 48 h, at 10 µM unless noted. Numbers give growth in % (100 = growth as untreated, 0 = no growth, -100 = all killed).
SF-268: SF-268 CNS cancer cells; 82,000 tested, 3.1% active
SNB-19: SNB-19 CNS cancer cells; 81,000 tested, 2.5% active; AID 1794751
HCC-2998: HCC-2998 colon cancer. 79,000 tested, 4.7% active
SF-295: SF-295 CNS cancer cells; AID 1794758; 79,000 tested, 5.6% active
U251: U251 CNS tumor cells; 80,000 tested, 5.4% active
SF-539: SF-539 CNS cancer; 81,000 tested, 6.8% active; AID 1794752
SNB-75: SNB-75 CNS cancer. 79,000 tested, 5% active
PC-3: PC-3 prostate cancer cells; 80,000 tested, 3.9% active
DU-145: DU-145 prostate cancer; 81,000 tested, 4.2% active; AID 1794760
* hit, by the source's call; . = no result given; & = joins results of further samples. Rule for the calls: active = growth percent below 10; inactive = the rest.

SMILES	SF-268	SNB-19	HCC-2998	SF-295	U251	SF-539	SNB-75	PC-3	DU-145
N#CC1C(=O)NC(c2ccccc2[N+](=O)[O-])c2sc3c(F)cccc3c21 (configuration not stated)	86.7	70.8	93.8	20.8	42.6	85.7	82.6	80.0	89.9
Cn1c(C#N)ccc1-c1ccc(F)c(NC(=O)c2ccc(F)cc2)c1	81.9	84.1	90.5	68.8	73.4	73.8	71.4	80.9	94.3
Nc1c(I)cc(I)cc1C(=O)O	106.9	96.6	99.5	97.0	94.8	94.6	86.8	93.4	105.9
Cc1ccc(N=NN(C)N=Nc2ccc(C)cc2)cc1	103.0	99.3	.	118.6	95.7	96.0	59.8	94.1	120.7
N#Cc1ccc(NC(=O)Nc2nc3ccc(OC(F)(F)F)cc3s2)cc1	21.1	15.1	-5.7*	-25.8*	4.3*	8.0*	-8.1*	2.9*	23.1
NCC1C2CCC(O2)C1CO (configuration not stated)	121.9	101.2	104.2	.	98.7	105.5	97.8	100.6	118.9
O=C(O)c1ccc(-c2nn(-c3ccc(C(F)(F)F)cc3)cc2CNc2cccc(F)c2)cc1	98.6	84.0	116.9	94.1	78.4	99.5	86.6	97.9	102.6
CC1[C@H]2[C@H](C[C@H]3[C@@H]4CC=C5c6sc(Nc7ccc(Cl)cn7)nc6CC[C@]5(C)[C@H]4CC[C@@]32C)O[C@]12CC[C@@H](C)CO2 (some centres not stated)	98.8	92.8	100.5	104.7	96.2	104.7	119.4	68.4	106.2
COc1cc(/C=C/C(=O)c2c(C)nc3ccccc3c2C)ccc1OCCCCOc1cc2c(cc1OC)C(=O)N1CCC[C@H]1C=N2	-35.6*	-90.1*	-100.0*	-48.9*	-97.8*	-90.6*	-100.0*	-24.6*	-100.0*
CC(N)CC1CCCCC1 (configuration not stated)	100.7	103.7	94.1	99.9	110.6	96.5	94.4	98.7	112.3
C/C=C/c1nn2c(CCC(=O)c3nc4ccccc4[nH]3)nnc2s1	84.8	100.3	96.1	92.4	95.8	93.0	89.4	79.0	.
Cc1cc(-c2cccc(S(=O)(=O)NC(=O)[C@@H](N)CC(C)C)c2)nc(N)n1	112.8	91.9	109.5	98.7	93.2	102.8	112.7	103.9	114.7
CS(=O)(=O)c1ccc(-c2[nH]c3ccccc3c2/C=N/NC(N)=O)cc1	98.0	95.0	93.6	96.6	.	92.7	91.9	94.0	104.6
Clc1ccc(N2COc3ccc4ccccc4c3C2)cc1	73.1	86.7	98.7	68.6	82.2	91.9	85.1	72.4	79.4
CC(=O)Nc1nc(-c2ccc(N3CCCC(C)C3)c(NS(=O)(=O)c3cccc4c(N(C)C)cccc34)c2)cs1 (configuration not stated)	94.3	86.5	109.9	92.7	82.5	98.8	116.3	70.0	97.5
Cc1ccc(S(=O)(=O)NCCNc2nccc(-c3c(-c4cccc([N+](=O)[O-])c4)nc4sccn34)n2)cc1	45.8	75.7	109.5	65.7	70.1	87.1	.	35.3	50.1
O=C(CCc1ccccc1)c1ccccc1OCC(O)CN1CCCCC1 (configuration not stated)	108.7	98.0	103.0	72.1	95.2	95.8	80.4	88.8	107.9
O=S(=O)(Nc1ccc(NS(=O)(=O)c2ccccc2)c2ccccc12)c1ccccc1	102.1&96.5	98.9&102.4	107.5&112.5	110.2&93.0	124.4&91.5	104.1&101.5	80.3&80.0	88.4&75.2	108.3&103.8
CC([C@H]1CCC2C3CCC4C[C@@H](N)CC[C@]4(C)C3CC[C@@]21C)N(C)C (some centres not stated)	37.1	98.7	80.1	76.6	65.9	13.1	55.8	64.5	88.7
O=c1[nH]nc2c3c(cccc13)NC(CN1Cc3ccccc3C1)=N2	79.4	103.2	83.2	96.4	76.6	92.9	87.8	74.1	87.1
CC(=O)OCC1OC(OC2C(COC(C)=O)OC(n3cc(COc4ccc5ccc(=O)oc5c4)nn3)C(OC(C)=O)C2OC(C)=O)C(OC(C)=O)C(OC(C)=O)C1OC(C)=O (configuration not stated)	91.8	100.3	107.6	113.4	105.6	100.0	69.2	98.8	108.5
COC(=O)c1nc(-c2ccccc2)oc1S(=O)(=O)N(C)CCO	92.3	92.3	99.4	103.9	82.7	68.7	95.5	63.2	65.4
CN(C)c1nn2c(-c3ccccc3)nnc2o1	.	99.0	110.6	113.7	104.0	96.5	99.4	107.4	107.3
CC1=C(C(=O)OCc2ccccc2)C(c2ccc(-n3cncn3)cc2)n2c(nc3ccccc32)N1 (configuration not stated)	71.5	66.9	75.4	19.9	63.4	38.3	47.9	43.3	67.7
CCCCCCCCCCC(C)Br (configuration not stated)	112.6	102.9	91.0	94.9	103.2	110.0	97.0	100.9	113.4
N/C(=N\N=C\c1ccc([N+](=O)[O-])cc1)c1c(N)nc(=S)[nH]c1-c1ccc(Cl)cc1Cl	94.9	74.9	106.2	52.4	67.0	74.7	.	96.8	114.7
COC(=O)C12C3C(=O)N(c4ccc(Cl)cc4)C(=O)C3C(c3cn(-c4ccccc4)nc3-c3ccccc3)N1[C@H](c1cn(-c3ccccc3)nc1-c1ccccc1)[C@@H]1C(=O)N(c3ccc(Cl)cc3)C(=O)[C@@H]12 (some centres not stated)	102.6	104.5	93.3	100.6	103.8	.	91.5	92.6	107.8
O=c1nc(NCCCC(O)(P(=O)(O)O)P(=O)(O)O)c(F)cn1C1CC(O)C(CO)O1 (configuration not stated)	86.6	96.8	106.3	95.7	112.2	94.8	87.1	101.2	102.5
O=C(Nc1ccc(F)cc1)N1CCN(C(c2ccc(F)cc2)c2ccc(F)cc2)CC1	95.0	86.4	103.2	83.9	90.1	88.1	103.3	62.6	98.9
CC(C)(C)OC(=O)NC1CCN(Cc2ccc3c(Cl)cc(Cl)c(O)c3n2)CC1	51.1	47.1	64.1	35.1	37.1	59.3	86.6	57.6	53.4
Fc1ccc(/C=C/c2cc(/C=C/c3ccc(F)cc3)n(-c3cc(F)cc(F)c3)n2)cc1	101.8	104.8	93.4	93.5	117.0	102.9	91.0	76.4	99.9
CCN(c1ccccc1)S(=O)(=O)c1cc(N)ccc1C	92.5	96.4	101.7	98.0	98.5	97.1	94.8	79.7	103.5
Cc1ccc2c3c(c(=O)[nH]c2c1)C(c1ccc(Cl)cc1)c1c(ncn2nc(-c4ccco4)nc12)O3 (configuration not stated)	95.5	95.8	99.7	95.7	98.8	91.9	.	94.2	104.8
COc1cc(-c2nc(C(=O)NCCCC(=O)NO)nn2-c2ccc(Cl)cc2)cc(OC)c1OC	90.7	106.1	93.5	97.9	103.7	96.3	79.1	94.9	97.2
C[C@@H]1CN2SN1C[C@@H]2C	106.8	97.4	103.0	102.0	94.8	112.9	94.3	102.7	115.6
CCCCCCOCCOCCCNC(=O)c1cccnc1	108.6	99.8	114.3	106.0	110.3	114.3	97.3	93.7	.
CSc1nc(CC(C)C)c(C#N)c(=O)n1C	65.7	82.1	79.4	73.9	81.8	75.9	61.0	62.9	70.7
COc1ccc2[nH]c(=O)c(/C=N/Nc3nc(-c4ccccc4)cs3)c(O)c2c1	56.4	75.4	77.6	69.3	44.3	84.1	.	58.9	63.7
CC(Sc1nc2ccccc2c(=O)n1Cc1ccc(S(N)(=O)=O)cc1)C(=O)Nc1ccccc1 (configuration not stated)	88.1	97.2	121.6	96.0	97.3	99.3	89.0	107.8	105.3
Cc1cc(C(C)(C)C)cc(C)c1O	104.8	108.5	108.8	104.7	102.3	100.9	113.3	79.0	97.4

A portion from further up, as a working copy:
SMILES	SF-268	SNB-19	HCC-2998	SF-295	U251	SF-539	SNB-75	PC-3	DU-145
O=c1nc(NCCCC(O)(P(=O)(O)O)P(=O)(O)O)c(F)cn1C1CC(O)C(CO)O1 (configuration not stated)	86.6	96.8	106.3	95.7	112.2	94.8	87.1	101.2	102.5
O=C(Nc1ccc(F)cc1)N1CCN(C(c2ccc(F)cc2)c2ccc(F)cc2)CC1	95.0	86.4	103.2	83.9	90.1	88.1	103.3	62.6	98.9
CC(C)(C)OC(=O)NC1CCN(Cc2ccc3c(Cl)cc(Cl)c(O)c3n2)CC1	51.1	47.1	64.1	35.1	37.1	59.3	86.6	57.6	53.4
Fc1ccc(/C=C/c2cc(/C=C/c3ccc(F)cc3)n(-c3cc(F)cc(F)c3)n2)cc1	101.8	104.8	93.4	93.5	117.0	102.9	91.0	76.4	99.9
CCN(c1ccccc1)S(=O)(=O)c1cc(N)ccc1C	92.5	96.4	101.7	98.0	98.5	97.1	94.8	79.7	103.5
Cc1ccc2c3c(c(=O)[nH]c2c1)C(c1ccc(Cl)cc1)c1c(ncn2nc(-c4ccco4)nc12)O3 (configuration not stated)	95.5	95.8	99.7	95.7	98.8	91.9	.	94.2	104.8
COc1cc(-c2nc(C(=O)NCCCC(=O)NO)nn2-c2ccc(Cl)cc2)cc(OC)c1OC	90.7	106.1	93.5	97.9	103.7	96.3	79.1	94.9	97.2
C[C@@H]1CN2SN1C[C@@H]2C	106.8	97.4	103.0	102.0	94.8	112.9	94.3	102.7	115.6
CCCCCCOCCOCCCNC(=O)c1cccnc1	108.6	99.8	114.3	106.0	110.3	114.3	97.3	93.7	.
CSc1nc(CC(C)C)c(C#N)c(=O)n1C	65.7	82.1	79.4	73.9	81.8	75.9	61.0	62.9	70.7
COc1ccc2[nH]c(=O)c(/C=N/Nc3nc(-c4ccccc4)cs3)c(O)c2c1	56.4	75.4	77.6	69.3	44.3	84.1	.	58.9	63.7

Continuation.
SMILES	SF-268	SNB-19	HCC-2998	SF-295	U251	SF-539	SNB-75	PC-3	DU-145
ClC(c1ccccc1)(c1ccccc1)c1cccc2ccccc12	98.8	108.5	92.3	96.8	100.2	115.3	86.8	101.1	114.0
Cc1ccc2ccc(C#N)cc2c1O	108.6	96.6	97.2	106.5	.	104.7	94.9	99.0	114.5
Cc1ccc(C)c(O)c1C	102.3	111.8	120.7	115.1	99.5	97.6	81.8	96.2	105.7
CCOC(=O)c1c(C)nc2c(c1N)C(=O)C(=O)N2Cc1ccc(C(F)(F)F)cc1	59.7	59.3	98.1	81.0	41.0	52.6	62.2	43.7	84.5
OCc1cccc(-c2noc([C@@H]3CCCN4CCCC[C@H]34)n2)c1	107.4	98.1	101.1	109.8	104.0	98.1	105.9	98.2	116.4
Cn1ccnc1C(=O)/C=C/c1ccc(CC(=O)Nc2nc3ccccc3s2)cc1	102.1	88.0	102.2	100.5	73.9	91.4	82.7	98.6	105.9
Cc1ccc(-n2cc(-c3ccccc3)c3c(SCC(=O)NN)ncnc32)cc1	101.3	84.6	87.9	89.3	83.1	99.2	97.3	87.5	103.0
C#CCN1C(=O)c2ccccc2N(CC#C)C12CCN(Cc1cn(CC(=O)Nc3ccccc3C(N)=O)nn1)CC2	91.7	90.5	100.3	85.5	97.2	91.5	78.3	83.7	98.7
O=C(CCN1C(=O)/C(=C/c2ccccc2)SC1=S)NCCCN1CCOCC1	92.9	97.9	98.5	97.1	98.3	89.9	93.2	.	93.3
COc1ccc(-c2nc3ncccn3c2-c2nc3ccc(Br)cc3[nH]2)cc1	99.6	89.9	97.0	.	89.7	82.8	86.8	65.5	94.1
Cc1ccc(/C=c2\sc3nc4ccccc4n3c2=O)cc1	102.6	100.2	102.2	95.6	103.1	105.8	96.6	106.6	106.3
Clc1nc(OCc2cn(Cc3ccccc3)nn2)nc(N2CCOCC2)n1	96.7	96.4	113.9	103.1	101.6	100.7	106.1	98.5	103.8
COc1cc(NS(=O)(=O)c2ccccc2)c2nc3ccc(Cl)cc3nc2c1	104.9	97.0	110.8	83.7	107.1	87.4	102.3	93.9	111.4
C=CCCCOC1[C@H](OCc2ccccc2)C(OCc2ccccc2)C(OC)O[C@@H]1CNC(=O)c1ccccc1 (some centres not stated)	81.6	82.8	102.2	57.8	89.1	82.6	87.6	.	94.1
C=CCc1ccc(OCC(=O)Nc2ccc3oc(=O)ccc3c2)c(OC)c1	95.8	92.8	110.2	104.8	104.1	98.6	96.2	98.6	104.0
Cc1ccc(C2=NN(C(=O)c3ccc(S(N)(=O)=O)cc3)C(c3ccc(C)cc3)C2)cc1 (configuration not stated)	89.8	97.3	100.1	92.3	91.9	98.6	96.4	87.4	97.5
CC(C)c1ccc(CN)cc1	102.6	111.3	101.3	100.2	95.9	93.8	106.0	93.5	95.6
O=S(=O)(NCCCNc1cc(-c2cn(-c3ccccc3)nc2-c2ccccc2)ccn1)c1ccc(Cl)cc1	78.7	83.7	92.4	54.9	57.8	71.6	64.4	30.0	87.9
CNC(=O)c1cc(-c2ccc(NC(=O)Nc3ccc(C)cc3)cc2)nc2cccnc12	103.6	91.7	120.8	95.6	101.1	99.0	106.9	87.1	108.5
COC1=C(Nc2ccccc2)C(=O)C(OC)=C(Nc2ccccc2)C1=O	102.3	105.4	103.0	120.5	109.3	101.9	93.3	99.4	107.1
NC(=O)Cc1ccccn1	101.7	104.1	102.9	108.9	90.6	93.2	98.2	95.6	110.4
COc1ccc(C(=O)c2c(N)c(C#N)cn2-c2ccccc2OC)cc1	44.1	29.8	48.0	8.4*	34.2	12.4	29.3	36.2	52.4
Cc1ccc2c(c1)c(=O)n(-c1ccccc1)c1nnc(/C=C/c3ccccc3)n21	102.7	99.0	92.4	64.1	.	85.8	104.2	106.0	106.0
O=c1c2ccccc2n(CC(O)CN2CCCC2)c2c(Br)cccc12 (configuration not stated)	94.8	84.7	.	106.0	98.8	94.9	79.0	95.9	104.8
COc1cc(CNC(=O)/C=C/C=C/c2ccc3c(c2)OCO3)ccc1OCc1cn(-c2ccc(Cl)c(Cl)c2)nn1	18.0	20.5	51.1	-39.0*	-57.5*	74.4	-36.8*	-11.0*	-32.3*
COc1cc(/C=C/C(=O)c2cc(-c3cc(OC)c(OC)c(OC)c3)ccc2O)cc(OC)c1OC	84.5	81.8	101.1	76.2	69.0	100.4	69.8	40.5	92.4
Cn1c(N)nc2c1c(=O)[nH]c(=O)n2C	95.7	102.1	101.2	107.7	98.7	96.0	90.7	90.2	111.5
CCCCNC(C)c1ccccc1 (configuration not stated)	.	99.2	135.1	101.7	94.8	98.4	75.7	79.2	.

Compound activity as filed in PubChem BioAssay.
